Source: PubChem BioAssay (several laboratories)
Measles CPE – protection of cells from measles virus; protection (pct of control), % at 4 µM; AID 841; Measles virus-infected cells, CPE protection, absorbance; actives 1.5% (n = 140,000); in the data active means protection mostly above about 24%, no sharp cut-off; inactive means mostly below about 26%; further: some compounds called inactive have numbers as strong as hits
HCT116 PTEN-null – PTEN-deleted cell growth suppression. viability, % at 10 µM. actives 1.2% (n = 140,000). HCT116 PTEN-null viability, CellTiter-Glo, 60 h; active compounds read low;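 active means viability at or below a set limit, 4 SD under the median of all tested compounds, cut at about 3.7% in these data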;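 further: PTEN knockout HCT116 line with beta catenin targeted HCT116 as companion control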
E-sel TNF inh – blocks E-selectin expression induced by TNF alpha | HUVEC TNFa-induced E-selectin immunofluorescence, high content | inhibition, % at 2 µM | actives 0.71% (n = 120,000) | AID 1246;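 active means inhibition above the batch mean plus 3 SD, and confirmed as a hit on visual image review, cut at about 43% in these data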;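 further: 0% = TNF-stimulated DMSO wells and 100% = unstimulated control wells; not every result past the cut was called active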
Yeast lifespan up – yeast lifespan extension | actives 0.68% (n = 130,000) | inhibition of the nicotinamide effect, % at 10 µM | S. cerevisiae growth with nicotinamide, OD615; deaD strain in restrictive glucose medium;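 active means inhibition above a set limit, placed 3 SD over the median of all compounds, cut at about 26% in these data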;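 further: 0% = nicotinamide-treated wells and 100% = cells grown without nicotinamide; some compounds called inactive have numbers as strong as hits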
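assay system = DeaD-strain S. cerevisiae | buffer or medium = restrictive glucose medium | reagent = 1.5 mM nicotinamide | compound = 10 µM single point, 0.25% DMSO | incubation = 48 h compound exposure at 30 °C, humidified | signal = OD615 measurement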
NPY-Y2 antag – antagonists of human neuropeptide Y receptor Y2; P49146; actives 0.99% (n = 140,000); NPY-Y2 expressing cells, antagonist mode; inhibition, % at 2.7 µM; in the data active means inhibition above about 17%;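 further: 0% = vehicle with agonist challenge and 100% = reference antagonist with challenge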
Target sequence (P49146 whole entry, looked up): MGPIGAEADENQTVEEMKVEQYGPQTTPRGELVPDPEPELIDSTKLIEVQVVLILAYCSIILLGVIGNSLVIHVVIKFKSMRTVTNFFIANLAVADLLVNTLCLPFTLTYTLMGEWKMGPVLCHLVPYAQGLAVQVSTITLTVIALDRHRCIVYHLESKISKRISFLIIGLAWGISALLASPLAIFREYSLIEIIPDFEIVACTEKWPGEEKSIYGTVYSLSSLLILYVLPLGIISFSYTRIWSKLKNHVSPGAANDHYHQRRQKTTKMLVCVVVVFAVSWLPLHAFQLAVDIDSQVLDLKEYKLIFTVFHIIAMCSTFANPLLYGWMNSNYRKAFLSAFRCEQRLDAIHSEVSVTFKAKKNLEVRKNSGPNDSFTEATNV
bCat KO growth – beta-catenin-lacking colon tumor cell growth suppression; HCT116 beta-catenin knockout viability, CellTiter-Glo, 60 h; active compounds read low; viability, % at 10 µM; actives 1.5% (n = 140,000); AID 818;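 active means viability at or under a set limit, the compound median less 4 SD, cut at about 6% in these data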;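 further: 0% = Hyamine 1622 control at 20 µM and 100% = untreated cell control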
MRP-1 activ – activates MRP-1; actives 0.61% (n = 140,000); H69AR cells + doxorubicin, viability rescue, CellTiter-Glo; viability increase, % at 10 µM;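 active means viability gain under doxorubicin at or above a set limit, the compound median plus 3 SD, cut at about 4.7% in these data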;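 further: MRP-1 overexpressing cells given doxorubicin 25 µM after compound pretreatment; 18-22 h compound pretreatment then 72 h with doxorubicin before readout; 0% = doxorubicin-only wells and 100% = vehicle-treated cells without doxorubicin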
Phagocytosis inh – macrophage phagocytosis inhibition. inhibition, % at 5 µM. J774A.1 macrophage IgG-bead phagocytosis, imaging. actives 0.07% (n = 110,000);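 active means inhibition above the mean of the plate negative controls plus 5 SD, cut at about 13% in these data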;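 further: phagocytic index as fraction of beads internalized from green versus red external bead signal; plate controls were DMSO negative control for no effect and cytochalasin-D positive control for full effect; some results beyond the cut were filed as inactive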
Yeast growth inh – yeast BB579 growth reduction in restrictive medium; actives 0.51% (n = 140,000); inhibition, % at 10 µM; AID 804; S. cerevisiae BB579 growth, OD615, 48 h;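 active means inhibition above a set limit, 3 SD over the mean compound inhibition, cut at about 44% in these data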; further: inactives centre near -24
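System: DeaD yeast strain BB579; buffer or medium: CSMM-D dextrose restrictive medium; technique: OD at 615 nm; schedule: 4 h cell preincubation, 48 h compound exposure, 30 °C humidified; doses: single 10 µM dose; controls: amphotericin B 10 µg/mL, positive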
GALR2 antag – GALR2 (human) receptor antagonism; O43603; GALR2-expressing cells, antagonist mode; actives 0.39% (n = 140,000); inhibition, % at 4 µM; in the data active means inhibition above about 27%;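 further: cells stimulated with galanin 1-16 at roughly its EC80; 0% = agonist challenge control and 100% = basal control without agonist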
Target sequence (O43603 whole entry, looked up): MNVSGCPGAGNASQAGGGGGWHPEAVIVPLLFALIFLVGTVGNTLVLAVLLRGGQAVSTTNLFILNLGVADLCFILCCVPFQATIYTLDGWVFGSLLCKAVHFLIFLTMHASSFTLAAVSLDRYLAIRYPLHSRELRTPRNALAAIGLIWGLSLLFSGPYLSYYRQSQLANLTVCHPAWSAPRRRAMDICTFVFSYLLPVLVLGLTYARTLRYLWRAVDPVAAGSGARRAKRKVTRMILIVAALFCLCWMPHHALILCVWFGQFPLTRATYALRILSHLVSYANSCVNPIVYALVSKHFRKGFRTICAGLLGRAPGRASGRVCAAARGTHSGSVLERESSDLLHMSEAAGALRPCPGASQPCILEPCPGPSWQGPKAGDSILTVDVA
Numbers without * were called inactive; · = no result given. Compounds were not picked by outcome; 6.4% or so of the library scored in one or more.

Each structure is followed by: E-sel TNF inh	Yeast lifespan up	MRP-1 activ	Phagocytosis inh	Measles CPE	bCat KO growth	NPY-Y2 antag	Yeast growth inh	HCT116 PTEN-null	GALR2 antag
1) CCN(CC)C(=O)c1c(-c2ccccc2)oc2ccc(OC)cc12
→ 9	-1	-1.8	1	3	88	5	2	81	1
2) CCOC(=O)c1[nH]c2cc3c(cc2c1NC(=O)CN1CCc2ccccc2C1)OCO3
→ -31	-26	-3.1	·	8	69	3	-22	70	12
3) O=C(Cc1cccs1)N(c1ccccc1)C1C=CS(=O)(=O)C1 (stereo unspecified)
→ -8	-10	-3.1	0	6	100	0	-28	96	17
4) Cc1ccc(SCC(=O)Nc2ncc(C)s2)cc1
→ 6	-28	-1.1	·	4	83	2	-17	86	-4
5) CC1CN(Cc2nc3c(c(=O)n(C)c(=O)n3C)n2CCCO)CC(C)O1 (stereo unspecified)
→ ·	-6	-0.8	0	2	103	-1	-17	92	15
6) NS(=O)(=O)c1ccc(NC(=O)COC(=O)CCNC(=O)NC23CC4CC(CC(C4)C2)C3)cc1
→ ·	-9	-0.3	-2	8	95	-1	-24	97	-16
7) Cc1cccc(C)c1NC(=O)C1(NC(=O)c2cnccn2)CCCCC1
→ ·	-8	-3.2	0	8	92	·	-6	98	·
8) COc1cc(OC)cc(C(=O)N2CCN(C(=O)COc3ccc4ccccc4c3)CC2)c1
→ -33	-9	-0.5	0	23	85	5	-60	84	-1
9) Cc1ccn2c(C(=O)CSc3ccc(Cl)cc3Cl)c(C)nc2c1
→ ·	-4	-2.8	3	27	100	1	-7	96	10
10) CCCCOC(=O)NCN1C(=O)C2C3C=CC(C3)C2C1=O (stereo unspecified)
→ 2	-4	-0.7	2	27	88	4	-2	96	0
11) O=C(C1CC1)N(Cc1ccco1)c1nc(-c2ccccc2)cs1
→ -9	-16	-1.2	-1	8	91	7	-13	88	4
12) CN=C1SC(CC(=O)Nc2cccc(Cl)c2Cl)C(=O)N1C (stereo unspecified)
→ -7	-14	-0.5	-1	17	93	-1	16	103	-4
13) O=C(Nc1ccc(N2CCCCC2)c(Cl)c1)c1ncn[nH]1
→ ·	-4	8.8*	3	4	96	1	-6	88	0
14) COc1cc(OC)cc(C(=O)N2CCN(C(=O)c3cccc(F)c3)CC2)c1
→ -56	-12	-1.0	2	21	92	3	-5	84	4
15) Cc1ccc(OCC(=O)N2CCN(S(=O)(=O)c3ccccc3)CC2)c([N+](=O)[O-])n1
→ ·	-2	-1.2	-8	5	83	2	-29	81	-11
16) COc1ccc(NC(=O)CSc2nccn2-c2ccccc2)cc1
→ 3	-24	-0.1	2	4	106	-1	-21	96	-6
17) CC(C)(C)c1n[nH]c(=S)n(N)c1=O
→ -2	-6	-2.1	·	21	95	1	-31	98	4
18) O=C(NCc1ccccc1)c1cccc(OCC(=O)N2CCN(C(=O)c3ccco3)CC2)c1
→ -63	-7	-1.4	-1	·	92	0	-60	97	2
19) CC(CCc1ccccc1)NC(=O)c1cccs1 (stereo unspecified)
→ ·	-25	-1.3	·	4	107	0	-20	101	9
20) COc1ccc2c(CC(=O)N3CCN(S(=O)(=O)c4cccs4)CC3)coc2c1
→ -4	-22	-3.2	0	4	76	5	-10	74	4
21) C=CCn1c(CNC(=O)c2ccco2)nnc1SCC(=O)N1c2ccccc2Sc2ccccc21
→ 8	-9	-1.6	-1	22	98	2	-49	94	-4
22) Cc1cc(C)c(NC(=O)/C=C\C(=O)O)c(Cl)c1
→ ·	2	-1.9	-4	27	103	0	-36	98	-1
23) CCC(CC)c1nc2cc(OC)c(OC)cc2c(=O)o1
→ -34	-12	-1.0	1	2	96	4	-17	96	17
24) CC(NC(=O)Cn1nnc(-c2ccncc2)n1)c1ccccc1 (stereo unspecified)
→ -14	·	0.9	·	1	96	1	-18	93	12
25) COc1ccc(C(CNC(=O)c2ccccc2C)N2CCCC2)cc1 (stereo unspecified)
→ -46	-8	-2.8	-1	7	86	5	6	86	12
26) COC(=O)/C=C1\S/C(=N/NC(=O)c2ccccc2)NC1=O
→ -22	1	-1.2	-1	6	93	2	-4	98	-7
27) O=C(O)c1ccc(/C=N/NC(=O)c2cc(-c3cccs3)nc3ccccc23)cc1
→ 29	0	-0.7	-4	7	97	4	-13	94	6
28) CCOC(=O)c1c(-c2ccc(C)o2)csc1NC(=S)NC(=O)N(C)C
→ -38	-22	-3.5	·	7	77	0	-28	72	-8
29) CCOC(=O)Cn1c(=O)oc2cc(S(=O)(=O)NCc3cccs3)ccc21
→ ·	-7	0.4	1	1	89	2	-29	88	2
30) CCNc1nc(CN2CCOCC2)nc2sc3c(c12)CCC3
→ 7	-2	-1.9	·	8	83	2	-28	102	-20
31) CCCOc1ccc(N2C(=O)CC(NCc3ccncc3)C2=O)cc1 (stereo unspecified)
→ -6	-8	-0.3	-2	12	87	2	-19	88	-9
32) N#Cc1cccc(-n2nnnc2-c2ccc3c(c2)OCO3)c1
→ -2	3	-2.0	0	10	99	0	-31	109	1
33) O=C1N=C(c2ccccc2)S/C1=C\c1cccs1
→ 16	-4	6.7*	-1	5	100	6	-25	94	2
34) CCn1c(=NC(=O)c2ccc(S(=O)(=O)N3CCOCC3)cc2)sc2cccc(OC)c21
→ ·	0	-3.3	·	3	21	3	-33	21	6
35) O=C(CNC(=O)c1ccc(Br)cc1)N/N=C/c1ccc[nH]1
→ -3	5	0.6	-4	7	103	0	-37	102	-2
36) C/C(CCc1ccc2c(c1)OCO2)=N\N=C(/N)SC1CC(=O)N(c2ccc(Cl)cc2)C1=O (stereo unspecified)
→ -39	6	-2.4	0	22	125	9	-41	106	-3
37) CCc1ccc(CN(C)CCc2ccccn2)cc1
→ 9	-8	-1.4	·	4	87	2	-4	85	-11
38) Cc1ccc(O)c(C2=Nc3ccccc3N=C(c3ccc([N+](=O)[O-])cc3)C2)c1
→ -9	4	-2.4	-2	36	64	2	-52	68	-24
39) CCOc1ccc(C(CCc2ccccc2)NC(=O)c2ccccc2OC)cc1OCC (stereo unspecified)
→ 8	-18	-2.1	2	5	77	10	-30	62	-11
40) NC(=O)CSc1nc2ccccc2n1Cc1ccccc1
→ ·	-4	-3.3	-5	21	84	3	-47	85	12
41) Brc1ccc2[nH]ncc2c1
→ 1	-7	-3.2	·	19	93	2	-38	93	-1
42) Cc1cccc(-c2nsc(SCC(=O)c3ccc(Cl)cc3)n2)c1
→ ·	0	3.0	-12	14	97	8	-6	89	8
43) CCOC(=O)N1CCN(C(=O)CCc2ccc(S(=O)(=O)NCCc3ccccc3)cc2)CC1
→ -12	-6	-3.9	3	17	88	0	-5	86	4
44) O=c1c2ccccc2[nH]c(=S)n1C1CCCCC1
→ ·	0	-0.7	-5	10	92	-4	-59	87	-7
45) Cc1cnc(C)c(N(C)NC(=S)Nc2ccccc2)n1
→ ·	4	1.2	-3	12	106	1	-30	98	4
46) COc1ccc2c(c1)O[C@H](c1ccc3c(c1)OCO3)[C@@H](OC(=O)Nc1cc(OC)c(OC)c(OC)c1)C2=O
→ ·	5	-3.1	·	1	8	3	-51	14	-5
47) Cc1ccc(C(=O)N/C(=C/c2ccco2)C(=O)NCCc2c[nH]c3ccccc23)cc1
→ ·	4	-2.4	-10	24	88	2	0	84	-15
48) C=CCSc1nc(-c2ccccc2)c2cc(Cl)ccc2n1
→ -12	-18	-0.6	0	21	72	4	-75	96	-3
49) CCC(=O)NCCc1nc2ccccc2n1CC
→ ·	-4	-0.1	0	34	98	2	-1	105	7
50) O=C(CN1CCN(Cc2ccccc2)C1=O)NCc1cccs1
→ ·	-7	-0.6	-1	26	81	2	13	98	3
51) CC(=O)c1cn(CC(=O)NCC2CCCO2)c2ccccc12 (stereo unspecified)
→ -28	-11	-0.9	0	16	71	1	-15	77	15
52) COc1cc(/C=N/NC(=S)N/N=C/c2cc(OC)c(OC)c(OC)c2)cc(OC)c1OC
→ 60	2	-3.4	1	3	98	1	-24	89	3
53) COc1cccc(Cn2cnc3c(NS(=O)(=O)c4cccc(Cl)c4Cl)c(C)c(C)cc32)c1
→ -18	-9	-0.6	0	1	73	8	-61	63	6
54) Cn1c(=O)c2c(nc(NCC(O)CO)n2CCc2ccccc2)n(C)c1=O (stereo unspecified)
→ ·	-3	-1.4	-1	16	96	-3	-15	92	11
55) COc1ccc(CCNC(=O)C2(C)CCC(=O)N2CCC(C)C)cc1OC (stereo unspecified)
→ ·	-4	-1.6	·	5	93	0	-9	97	-7
56) CSc1nnc(CSc2cc(C)nc(N(C)C)n2)o1
→ ·	-2	-2.7	-4	4	90	5	-4	109	-8
57) CC(C(=O)Nc1ccccc1-c1ccccc1)N1CCOCC1 (stereo unspecified)
→ -3	-6	-3.1	·	7	94	2	-37	96	-10
58) CCCC(=O)Nc1cccc(NC(=S)NC(=O)C(C)Oc2ccc(Cl)cc2Cl)c1 (stereo unspecified)
→ 15	0	-2.1	5	8	94	0	-13	95	1
59) COc1ccc(CCNC(=O)/C=C\c2ccccc2)cc1OC
→ 0	-5	-0.5	-1	20	92	3	-39	105	-1
60) CCCCN(N=Nc1nonc1OC)c1nonc1OC
→ 17	-15	0.0	2	6	83	8	-28	81	3

(more compounds)
Each structure is followed by: E-sel TNF inh	Yeast lifespan up	MRP-1 activ	Phagocytosis inh	Measles CPE	bCat KO growth	NPY-Y2 antag	Yeast growth inh	HCT116 PTEN-null	GALR2 antag
61) CC(=O)N1C(=O)/C(=C2\SC(=S)N(c3c(C)n(C)n(-c4ccccc4)c3=O)C2=O)c2ccccc21
→ ·	5	-1.1	-9	17	93	-1	-10	89	-17
62) CCOc1ccccc1N(C(=O)CNS(=O)(=O)c1ccccc1)C(CC)C(=O)NCc1ccco1 (stereo unspecified)
→ 5	-7	-1.6	-1	15	75	7	-30	72	-5
63) CC(=O)c1cccc(N(C(=O)c2cnccn2)C(C(=O)NCc2ccccc2)c2ccco2)c1 (stereo unspecified)
→ 10	-6	-1.4	0	17	103	3	-64	97	16
64) CCc1c(O)nc(SCC(=O)Nc2ccc3c(c2)CCC3)[nH]c1=O
→ 3	-13	-1.3	1	20	90	3	-3	94	9
65) O=C(OCc1ccc(Cl)cc1)c1cnccn1
→ 2	-6	-0.7	·	1	103	1	19	93	-14
66) COc1ccc(C(=O)Nc2nc3cc(OC)c(OC)cc3c(=O)[nH]2)cc1
→ -25	-15	-0.8	-3	5	17	1	-50	13	-1
67) O=C(c1cccnc1)N1CCCc2ccccc21
→ ·	0	-0.4	0	7	83	1	-38	96	-4
68) CCOc1ccc(N(CCC#N)S(=O)(=O)c2ccc(OC)cc2)cc1
→ -3	-6	-3.5	·	6	62	2	-24	56	-3
69) S=C(Nc1ccccc1)N1CCn2cccc2C1c1cccnc1 (stereo unspecified)
→ 7	-3	-1.5	-8	3	105	3	-4	94	-4
70) Cc1[nH]nc(-c2ccc(OCc3cnn(-c4ccccc4)c3)cc2O)c1Oc1ccccc1F
→ -6	-3	-0.8	-4	4	78	0	-65	70	-15
71) O=C(CN1CCN(c2ncc(C(F)(F)F)cc2Cl)CC1)NC(=O)NCc1ccccc1
→ ·	-16	0.0	-1	19	88	5	-1	94	-3
